pCIP destab = lowers stability of the mouse p/CIP coactivator protein; F442A p/CIP-EGFP cells, EGFP fluorescence, 16 h; AID 1984; Q05BA5; actives 0.01% (n = 290,000); decrease of EGFP signal, % at 10 µM;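 active = EGFP signal decrease of at least 30% at 10 µM or well 3 SD below plate mean, unless failing retest; inactive = the rest, including hits failing retest or dose response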; also: some compounds called inactive have numbers as strong as hits; many of its hits are not listed in these tables
Target sequence (Q05BA5 1-1403): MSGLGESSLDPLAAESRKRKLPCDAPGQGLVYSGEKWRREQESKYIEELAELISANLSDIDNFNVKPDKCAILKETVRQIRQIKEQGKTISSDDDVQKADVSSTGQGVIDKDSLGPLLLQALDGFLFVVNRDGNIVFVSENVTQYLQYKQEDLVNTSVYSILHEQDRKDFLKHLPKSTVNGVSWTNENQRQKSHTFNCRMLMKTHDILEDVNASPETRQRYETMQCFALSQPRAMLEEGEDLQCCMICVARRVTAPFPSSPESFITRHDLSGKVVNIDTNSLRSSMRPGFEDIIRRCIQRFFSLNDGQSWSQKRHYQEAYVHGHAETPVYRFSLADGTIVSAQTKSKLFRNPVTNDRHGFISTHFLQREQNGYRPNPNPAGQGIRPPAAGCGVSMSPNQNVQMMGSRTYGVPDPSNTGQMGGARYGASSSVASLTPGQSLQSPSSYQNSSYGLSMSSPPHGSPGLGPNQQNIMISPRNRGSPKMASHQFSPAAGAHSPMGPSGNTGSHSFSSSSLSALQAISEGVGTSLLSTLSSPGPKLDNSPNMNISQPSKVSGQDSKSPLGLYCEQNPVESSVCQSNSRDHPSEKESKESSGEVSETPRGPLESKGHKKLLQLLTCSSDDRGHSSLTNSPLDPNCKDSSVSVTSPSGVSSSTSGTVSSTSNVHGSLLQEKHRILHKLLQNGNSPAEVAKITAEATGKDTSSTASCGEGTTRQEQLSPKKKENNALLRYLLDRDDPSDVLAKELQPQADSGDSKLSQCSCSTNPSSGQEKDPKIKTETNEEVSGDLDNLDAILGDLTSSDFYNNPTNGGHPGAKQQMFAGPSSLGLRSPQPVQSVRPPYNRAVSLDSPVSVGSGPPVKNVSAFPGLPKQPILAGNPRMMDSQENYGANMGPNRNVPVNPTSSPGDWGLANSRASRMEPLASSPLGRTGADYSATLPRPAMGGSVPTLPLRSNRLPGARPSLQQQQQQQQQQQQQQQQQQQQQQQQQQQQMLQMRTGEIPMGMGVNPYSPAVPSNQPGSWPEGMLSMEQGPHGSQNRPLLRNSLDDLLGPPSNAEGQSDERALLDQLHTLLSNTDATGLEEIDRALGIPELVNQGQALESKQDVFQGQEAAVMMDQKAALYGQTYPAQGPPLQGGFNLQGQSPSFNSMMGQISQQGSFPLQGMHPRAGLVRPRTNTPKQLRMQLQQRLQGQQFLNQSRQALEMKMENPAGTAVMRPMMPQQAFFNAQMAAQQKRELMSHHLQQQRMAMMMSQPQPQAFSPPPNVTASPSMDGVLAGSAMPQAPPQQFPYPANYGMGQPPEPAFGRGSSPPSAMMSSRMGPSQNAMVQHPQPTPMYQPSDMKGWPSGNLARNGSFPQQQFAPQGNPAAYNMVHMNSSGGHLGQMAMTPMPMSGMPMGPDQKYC
NALP1 yeast inh = blocks the NALP1 inflammasome reconstituted in yeast | S. cerevisiae NALP1/ASC/caspase-1 growth, X-gal OD620, 72 h | inhibition, % at 10 µM | actives 0.61% (n = 280,000) | AID 2071; in the data active = inhibition mostly above about 24%, no sharp cut-off; inactive = mostly below about 32%; also: some compounds called inactive have numbers as strong as hits
MEKK3 PB1 HTS = MEKK3-MEK5 PB1 interaction, increase or decrease; Q99759; bead-based flow cytometry, Alexa488-MEK5 binding to MEKK3; actives lie on both sides; 0 = blocked by unlabeled MEK5, 100 = vehicle; binding response (% of control), % at 10 µM; actives 1.4% (n = 290,000);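 active = binding response more than 3 SD above or below the average of its plate-row segment, actives on both sides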;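 also: Alexa488 bead fluorescence after subtracting the streptavidin-only scavenger bead signal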
M18AAP inhibitor = PfM18AAP enzyme inhibition. recombinant PfM18AAP, H-Glu-NHMec fluorogenic cleavage. inhibition, % at 7.35 µM. actives 1.2% (n = 290,000);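 active = inhibition above the campaign mean inhibition over all tested compounds plus 3 SD, cut at about 28% in these data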;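 also: 0% = plate median of test compound wells and 100% = 2 mM ZnCl2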
SUMO HTRF inh = blocks human SUMOylation mediated by UBC9; inhibition, % at 35 µM; HTRF SUMOylation assay, SAE1/SAE2 + UBC9, in vitro; P63279; actives 0.36% (n = 290,000); in the data active = inhibition above about 50%, passing the limit was not always enough; also: strong numbers were not always called active
MEKK2mut PB1 HTS = signal of MEK5 binding to mutant human MEKK2 PB1 domain. percent response, % at 10 µM. actives 0.35% (n = 290,000). bead flow cytometry, Alexa488-MEK5 binding to MEKK2 mutant. AID 1530; in the data active = percent response above about 24%, passing the limit was not always enough; also: inactives centre near 1; some results filed as inactive read as strong as hits; reference of the scale not given here
IDE cell inh = cellular human IDE inhibition. inhibition, % at 5.59 µM. actives 0.41% (n = 320,000). HEK cells, FAbetaB cleavage, fluorescence polarization;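 active = percent inhibition above the average of all tested compounds plus 3 SD, set per screening campaign, cut at about 16% in these data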;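 also: IDE supplied by intact live HEK cells; FP after avidin binding of uncleaved biotin substrate so inhibition keeps polarization high; 0% = DMSO wells and 100% = 60 µM reference IDE inhibitor Ii1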
IDE act = IDE (human) activation, cell-based; P14735; HEK cells, FAbeta-B cleavage, fluorescence polarization; 0% vehicle, 100% cell-free pure enzyme wells; activation, % at 5.96 µM; actives 0.073% (n = 340,000); AID 493087;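 active = activation above the mean of all tested compounds plus 3 SD, set per screening campaign, cut at about 17% in these data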
MEKK2wt PB1 HTS = raises or lowers MEK5 binding to wildtype human MEKK2 PB1 domain; Q9Y2U5; binding response (% of control), % at 10 µM; actives 1.1% (n = 290,000); bead flow cytometry, Alexa488-MEK5 binding to MEKK2 WT; actives lie on both sides; in the data active = binding response below about 67% or above about 130%
Starred values were filed as active, the others as inactive; x = no result given. This is a subset (hit frequency here may not be typical).

entry	Compound	pCIP destab	NALP1 yeast inh	MEKK3 PB1 HTS	M18AAP inhibitor	SUMO HTRF inh	MEKK2mut PB1 HTS	IDE cell inh	IDE act	MEKK2wt PB1 HTS
1	CC1CCc2c(sc(NC(=O)Cn3nc(C(F)(F)F)c4c3CCCCC4)c2C#N)C1 (stereo not drawn)	1	10	98	11	-21	0	-1	1	94
2	Cc1ccc(S(=O)(=O)N2CCN(C(=O)CSc3nc4ccccc4c(=O)[nH]3)CC2)c(C)c1	-21	23	100	4	-4	1	2	-3	96
3	CCNc1nc(NCC)nc(SCCOC(=O)c2ccccc2)n1	-6	12	100	0	-51	8	2	5	104
4	Oc1ccc(Cl)cc1/C=N/c1nc2ccccc2[nH]1	1	7	96	1	-17	-6	-3	1	85
5	CN1CCN(Cc2c(C(=O)N3CCc4ccccc4C3)nc3ccc(Cl)cn23)CC1	-1	25	98	15	-12	-4	1	4	99
6	Cc1ccc(NC(=O)CCSc2nnc(Cc3ccccc3)o2)cc1	-5	30	104	-3	-8	1	6	-3	102
7	CCOC(=O)Cc1csc(SCC(=O)c2c(N)n(CC(C)C)c(=O)n(C)c2=O)n1	-15	-3	x	1	8	x	7	0	x
8	COc1ccc(/C(O)=C2/C(=O)C(=O)N(c3ccccn3)C2c2ccc(F)cc2)cc1 (stereo not drawn)	-5	8	102	6	20	3	x	-1	102
9	COc1cccc(COC(=O)c2nn(-c3ccccc3)nc2N)c1	-2	9	100	1	-10	-7	0	4	96
10	CCOc1ccccc1Nc1nnc(SCC(=O)NC(=O)c2cccn2C)s1	0	1	107	-8	-5	-1	3	-3	101
11	C=CCNC(=O)CSc1nnc(-c2ccccc2Br)n1-c1cccc(C(F)(F)F)c1	-8	32	95	11	6	-2	7	-1	96
12	Cc1cc(C)cc(NS(=O)(=O)c2ccc3oc(=O)ccc3c2)c1	-12	14	94	4	14	5	-3	6	97
13	COc1cc(N)n(S(=O)(=O)c2ccc(C)cc2)n1	4	10	97	2	-1	5	10	0	101
14	Cc1cc(NC(=O)Cn2cnc3c(nnn3-c3ccc(C)c(Cl)c3)c2=O)no1	-4	2	100	-2	1	1	2	6	103
15	O=C1CC(=O)Nc2cc(S(=O)(=O)Nc3ccc(Cl)c(C(F)(F)F)c3)ccc2N1	6	1	103	-3	-8	1	6	4	105

Reformatted: entries from further up
Order of values – pCIP destab	NALP1 yeast inh	MEKK3 PB1 HTS	M18AAP inhibitor	SUMO HTRF inh	MEKK2mut PB1 HTS	IDE cell inh	IDE act	MEKK2wt PB1 HTS
14: Cc1cc(NC(=O)Cn2cnc3c(nnn3-c3ccc(C)c(Cl)c3)c2=O)no1
→ -4	2	100	-2	1	1	2	6	103
15: O=C1CC(=O)Nc2cc(S(=O)(=O)Nc3ccc(Cl)c(C(F)(F)F)c3)ccc2N1
→ 6	1	103	-3	-8	1	6	4	105

Next records.
entry	Compound	pCIP destab	NALP1 yeast inh	MEKK3 PB1 HTS	M18AAP inhibitor	SUMO HTRF inh	MEKK2mut PB1 HTS	IDE cell inh	IDE act	MEKK2wt PB1 HTS
16	Cc1nnc(SCCC(=O)Nc2ccccc2Cl)o1	4	5	100	-8	-10	13	3	1	102
17	Cn1cc([N+](=O)[O-])c(C(=O)NNC(=O)c2ccc([N+](=O)[O-])cc2)n1	3	0	81	-8	-3	-2	0	0	90
18	CN(C)c1ccc(N=c2sc3ccccc3n2C)cc1	-13	-3	103	11	-24	2	2	-1	105
19	Cc1ccccc1C(=O)N/C(=C/c1ccc(-c2cccnc2Cl)o1)C(=O)NCCCN1CCN(C)CC1	-3	11	98	0	5	2	0	0	102
20	Cc1ccc(-c2nn3c(C)nnc3c3ccccc23)cc1S(=O)(=O)N1CCN(CCO)CC1	-16	0	102	5	17	-4	7	-5	100
21	COc1ccc(NC2CCCN(C(=O)CCN3CCCC3=O)C2)cc1 (stereo not drawn)	-18	7	103	-2	6	5	-5	2	108
22	O=C(c1ccccc1)N1CCN(c2ncnc3c(-c4ccccc4)nsc23)CC1	-8	6	86	-11	-2	-14	4	-2	80
23	Cn1cnnc1Sc1ccc(S(C)(=O)=O)cc1[N+](=O)[O-]	7	-2	100	4	11	-9	4	8	97
24	CC(=O)c1cc(NC(=O)c2ccccc2)c(=O)oc1C	-14	12	115	0	10	8	1	0	108
25	CC1=C(C(=O)OC(C)C)C(c2cccnc2)C2=C(CCCC2=O)N1 (stereo not drawn)	-3	-13	99	-3	1	3	0	5	98
26	CCOC(=O)N1CCN(CC(O)COc2ccc3c(c2)CCC3)CC1 (stereo not drawn)	-6	27	103	-6	-6	-1	2	5	106
27	Cc1ccc(C(CC(N)=O)c2ccco2)cc1 (stereo not drawn)	-1	-9	110	6	3	4	3	-2	110
28	CCCNC(=O)c1ccc(Cl)cc1Cl	-10	4	105	1	10	7	5	4	104
29	Cc1cccc(-c2ncc(CN3CCC(CO)(CCCc4ccccc4)CC3)cn2)c1	-4	-10	109	-4	-25	41	-4	5	163*
30	CC(=NC(C)C)C1=C(O)C(C)OC1=O (stereo not drawn)	-11	28	98	1	0	-2	4	0	99
31	O=C(O)c1ccc(N2CCN(C(c3ccccc3)c3ccccc3)CC2)c([N+](=O)[O-])c1	4	8	103	8	10	1	2	3	98
32	COc1ccc(N2CCN(C(=O)c3cccc(N4C(=O)C5C6C=CC(C6)C5C4=O)c3)CC2)cc1 (stereo not drawn)	-3	-6	97	4	-9	-1	10	-8	99
33	COc1cccc(NC(=O)NC(=O)c2c(C)cc(Cl)nc2Cl)c1	-8	0	96	7	18	3	4	-1	95
34	CC1(C)CC(CC(=O)Nc2ccccn2)C(=O)O1 (stereo not drawn)	-7	29	100	0	1	0	8	2	100
35	O=C(c1cc(COc2ccc(F)cc2Cl)on1)N1CCc2sccc2C1	12	7	101	-2	-18	-4	4	6	97
36	Cc1cc(C)c(OCC(=O)Nc2nc(-c3ccccn3)cs2)c(C)c1	9	-8	x	-1	21	x	-4	-3	x
37	COc1cccc(C(=O)NCC(=O)N/N=C(C)\C=C\c2ccccc2)c1	1	-3	92	3	-2	-13	4	5	94
38	Cc1oc2nc(SCCCC(=O)NCCCO)nc(N)c2c1C	-11	14	x	8	11	x	-1	2	x
39	COc1ccccc1N1CCN(c2nc(-c3ccccc3)cc(C(F)(F)F)n2)CC1	0	6	105	-6	-7	5	0	3	103
40	N#Cc1nc(-c2cccs2)oc1NCCCN1CCOCC1	5	35	100	0	32	3	-1	2	102
41	CCCOC1CCCN(C(=O)c2cc(COc3c(F)cccc3F)on2)C1 (stereo not drawn)	-5	-3	100	1	-11	-1	5	-3	103
42	O=C(NCC(=O)N(Cc1ccco1)C(C(=O)NC1CCCC1)c1ccncc1)c1cccs1 (stereo not drawn)	2	4	105	-3	15	3	0	3	100
43	Cc1cc(N2CCCCC2)nc(SCc2ccc(C#N)cc2)n1	-24	8	122*	0	0	4	3	1	115
44	Cn1c(=O)n(Cc2ccc(F)cc2)c(=O)c2c1nc1n2CCCN1C1CCCCC1	-21	-9	104	2	12	4	0	8	101
45	COc1ccc(NC(=O)Cc2coc3cc(C)ccc23)cn1	0	13	98	2	5	-5	-1	-1	98
46	O=C(Nc1cccnc1)Nc1ccccn1	4	-10	102	-10	-10	3	-4	5	102
47	CC(=O)c1cccc(NC(=O)Nc2ccc(C(=O)N3CCOCC3)cc2)c1	1	-87	119	-5	4	3	4	-1	109
48	FC(F)(F)c1ccc(N2CCN(c3cc(-c4ccccc4)nc4ncnn34)CC2)nc1	-11	-4	102	-2	4	2	15	-17	93
49	CCCC(C)NC(=O)c1ccc(C2SCC(=O)N2Cc2ccco2)cc1 (stereo not drawn)	-6	1	94	3	19	0	5	0	95
50	CCOC(=O)c1sc(NC(=O)CSC(=S)N2CCN(C)CC2)nc1C	1	-14	104	9	-7	6	2	7	103
51	Cc1cc(Nc2ccc(C)c(Cl)c2)nc(N2CCOCC2)n1	-1	-4	130*	0	4	26	3	x	123
52	O=[N+]([O-])c1ccc(NCCCN2CCOCC2)c([N+](=O)[O-])c1	-23	18	97	1	13	-9	-4	9	88
53	COc1cc(Br)cc(/C=C/c2ccc3cccc(O)c3n2)c1OC	-9	12	100	1	14	4	1	-1	99
54	Cc1nc(COc2ccccc2Cl)sc1-c1ccnc(N)n1	-7	x	96	-2	12	-4	1	-2	95
55	c1ccc(Cn2c(-c3cccs3)nc3nc4ccccc4nc32)cc1	-2	7	97	-6	12	-3	x	x	78
56	COc1ccccc1-c1coc2c(CN3CCCC(C)C3)c(O)ccc2c1=O (stereo not drawn)	-8	3	103	4	39	7	5	4	111
57	O=C(O)CN1C(=O)/C(=C\c2cccc(OCc3ccc(F)cc3)c2)SC1=S	-17	16	103	-6	26	0	x	0	105
58	O=C1CC2(CCCC2)CC(=O)N1CCCCN1CCN(c2ncccn2)CC1	1	12	88	-7	-12	1	8	6	101
59	O=C(NNC1CC(=O)N(c2ccc(Br)cc2)C1=O)c1cccs1 (stereo not drawn)	-16	x	95	11	16	-11	-2	5	94
60	COc1ccc2[nH]c3nc(SCC(=O)Nc4cccc(NC(C)=O)c4)nnc3c2c1	9	17	98	0	-3	0	6	8	95
61	COC(=O)c1sc(S(=O)(=O)NCCCN(C)C)c(C(=O)OC)c1C	3	7	100	3	-2	-4	-3	-2	99
62	Cc1ccc(/C=C2/SC(=S)N(CCC(=O)N3CCN(c4ccccc4)CC3)C2=O)cc1	-7	33	x	-7	18	x	x	x	x
63	Cc1sc2c(=O)n3c(nc2c1C(=O)NC1CCCCC1)CCCCC3	-11	0	103	-3	18	9	2	1	108
64	Cc1ccc(S(=O)(=O)N(C)c2ccc(OCC(=O)NCc3ccco3)cc2)cc1	7	5	105	-1	9	8	0	5	109
65	Cn1c(CSc2nc3ccccc3s2)nnc1SCC(=O)NCc1ccccn1	2	3	106	1	13	7	5	2	107
66	Nc1ccc2nc(CCCCc3nc4ccccc4[nH]3)[nH]c2c1	-40	-2	99	8	11	9	x	-1	106
67	C/C(=N\NC(=O)c1c(Br)c(C)nn1C)c1cccc(NC(=O)c2ccccc2F)c1	8	13	100	4	-2	0	8	4	99
68	COC(=O)c1cc(NC(=O)c2cc(-c3ccccc3Cl)oc2C(F)(F)F)ccc1N1CCOCC1	8	x	110	5	-18	8	2	-3	99
69	O=C(OCc1c(F)cccc1Cl)c1cnc(Cl)c(Cl)c1	-2	23	100	1	4	-1	3	11	99
70	COc1ccc(-c2noc(=O)n2Cc2ccc(C#N)cc2)cc1	2	12	96	-10	12	2	x	5	99
71	O=C(CCn1nc(-c2ccc(Cl)cc2)c2ccccc2c1=O)NN1CCOCC1	-11	7	99	3	9	5	4	x	95
72	CN(C)C(=O)/C(=C/c1cn(-c2ccccc2)nc1-c1cccc([N+](=O)[O-])c1)NC(=O)c1ccccc1	-5	28	107	-5	9	9	0	5	96
73	CCc1ccc(NC(=O)CSc2nnc(C3CC3)n2CC2CCCO2)cc1 (stereo not drawn)	-15	7	104	2	2	3	0	1	104
74	CC(C)C[C@H](NC(=O)c1nc[nH]c1C(=O)NCc1ccccc1)C(=O)OCc1ccccc1	-12	-1	106	4	-37	4	5	3	107
75	COc1ccc(/C=C2\SC(=S)N(CCC(=O)N3CCCCC3CCO)C2=O)cc1 (stereo not drawn)	-10	31	99	-15	3	-7	2	4	95
76	O=C(CN1C(=O)C2CC=C(Cl)CC2C1=O)Nc1ccc(C(=O)O)cc1 (stereo not drawn)	0	23	103	-2	9	4	-1	1	103
77	Fc1ccc(N2CCN(C(=S)NCc3ccco3)CC2)cc1	11	20	95	-1	-12	-9	-1	-1	90

Bioassay records (PubChem)
